# Source: PubChem BioAssay
# TRHR PAM: TRH receptor (human) allosteric enhancement. P34981. TRHR cells, fluo-8 calcium fluorescence, EC20 TRH enhancement. enhancement, % at 2 µM. 360,000 compounds, 0.66% hits. AID 493056; in the data active = enhancement above about 30%; note: 0% is about no effect
# Target sequence (P34981 whole entry, looked up): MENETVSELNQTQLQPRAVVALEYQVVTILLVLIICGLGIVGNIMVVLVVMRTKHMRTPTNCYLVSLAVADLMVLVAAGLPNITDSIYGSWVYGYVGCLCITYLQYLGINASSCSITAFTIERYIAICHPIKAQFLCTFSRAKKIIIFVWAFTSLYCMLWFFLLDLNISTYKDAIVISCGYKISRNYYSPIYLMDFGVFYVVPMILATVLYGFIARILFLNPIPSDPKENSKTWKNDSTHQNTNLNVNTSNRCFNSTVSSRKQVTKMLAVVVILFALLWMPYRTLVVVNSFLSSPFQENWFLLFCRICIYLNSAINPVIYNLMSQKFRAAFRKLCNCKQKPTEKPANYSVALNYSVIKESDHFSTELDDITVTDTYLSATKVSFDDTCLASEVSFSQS
#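 Enhancer read-out: after compound pinning and an initial kinetic agonist-mode read, an EC20 of TRH (10 nM final) was injected and fluo-8 calcium signal (Ex 480/Em 530) followed at 1 s/cycle for 100 cycles in TRHR-expressing cells.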
# mIDH1 inhibitor: blocks human mutant IDH1 R132H enzyme; O75874; IDH1-R132H enzyme, NADPH consumption, diaphorase/resazurin fluorescence; Potency, µM (highest dose often 76.6 µM), without a hit: top-dose activity change, negative = inhibition, most hits filed as inhibitors; 390,000 compounds, 0.093% hits; note: potency is the fitted concentration of half-maximal effect; % is set by controls: 0 for no effect and ±100 for the full control effect; nearly all actives have a fitted effect of over 65% in size
# Target sequence (O75874 whole entry R132H, stated change not applied): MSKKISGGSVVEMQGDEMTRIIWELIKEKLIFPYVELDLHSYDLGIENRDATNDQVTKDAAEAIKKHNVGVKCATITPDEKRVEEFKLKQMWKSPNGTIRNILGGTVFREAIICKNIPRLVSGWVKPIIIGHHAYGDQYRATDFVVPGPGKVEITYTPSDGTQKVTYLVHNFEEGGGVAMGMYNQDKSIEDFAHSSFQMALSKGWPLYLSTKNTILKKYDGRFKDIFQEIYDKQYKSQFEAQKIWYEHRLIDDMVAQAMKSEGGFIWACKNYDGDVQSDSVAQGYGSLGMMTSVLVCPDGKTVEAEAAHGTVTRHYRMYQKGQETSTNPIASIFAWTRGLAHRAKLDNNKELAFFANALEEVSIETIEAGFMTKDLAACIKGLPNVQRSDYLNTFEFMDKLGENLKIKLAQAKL
#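 IDH1-R132H (0.5 ug/mL dispensed) in pH 7.5 Tris buffer was preincubated 30 min with compound, then given a substrate mix of 0.016 mM NADPH and 2 mM alpha-KG for 80 min at room temperature; remaining NADPH was read by diaphorase/resazurin fluorescence.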
# USP1-UAF1 inh: blocks the human USP1/UAF1 deubiquitinase complex. O94782. Potency, µM (top dose mostly 57.1 µM), inactives show at the highest dose activity change, negative = inhibition, most hits filed as inhibitors. AID 743255. 390,000 compounds, 0.23% hits. recombinant USP1/UAF1, Ub-Rhodamine cleavage fluorescence; note: potency is the fitted concentration of half-maximal effect; % is set by controls: 0 for no effect and ±100 for the full control effect; nearly all actives have a fitted effect of over 60% in size; inactives centre near -12
#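 In this screen, compounds sit with the deubiquitinase complex (1nM) for 15 min at room temperature before Ub-Rho is added at 150nM final. Fluorescence rise is then followed for 6 reads every 60 seconds.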
# TrxR1 substrate: is turned over as a substrate by rat TrxR1; 390,000 compounds, 0.01% hits; AID 588456; purified TrxR1 substrate turnover, NADPH consumption readout; Potency, µM (top dose mostly 114 µM), for inactives: top-dose activity change, negative = substrate turnover; note: potency is the fitted concentration of half-maximal effect; % is set by controls: 0 for no effect and ±100 for the full control effect; nearly all actives have a fitted effect of over 50% in size
#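 Rat TrxR1, dispensed at 90 nM, was prereduced with 400 uM NADPH (final) for 5 min at ~22 deg C, then incubated with compound 15 min before 400 uM selenite. A first-read NADPH fluorescence drop versus no-compound background flagged substrates.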
# TRHR ag: agonists of human TRH receptor. 360,000 compounds, 0.18% hits. activation, % at 2 µM. AID 493084. P34981. TRHR cells, calcium flux fluo-8, FDSS agonist mode; in the data active = activation above about 30%; note: 0% is about no effect
#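 TRHR-expressing cells loaded with fluo-8 calcium dye; 23 nL library compound pin-transferred, kinetic FDSS fluorescence (Ex 480/Em 530) recorded about 180 s for agonist-induced calcium release, before a 10 nM TRH EC20 addition for potentiator mode.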
# TrxR1 inh: inhibitors of rat thioredoxin reductase 1. O89049. recombinant rTrxR1, NADPH fluorescence consumption, selenite substrate. Potency, µM (highest dose often 114 µM), for inactives: at the top dose activity change, negative = inhibition, actives largely listed as inhibitors. 390,000 compounds, 1% hits. AID 588453; note: potency is the fitted concentration of half-maximal effect; % is set by controls: 0 for no effect and ±100 for the full control effect; nearly all actives have a fitted effect of over 65% in size
#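 Rat TrxR1 (90 nM in the dispensed reagent) was pre-reduced with 400 uM NADPH for 5 min at room temperature, then incubated with compound for 15 min. After 400 uM selenite was added, NADPH fluorescence (Ex 340/Em 450 nm) was followed for 8 min.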
# Pin1 inhibitor: blocks the human prolyl isomerase Pin1; Q13526; Pin1 FP peptide displacement, HiFluor488, 10 min; Potency, µM (series often up to 115 µM), for inactives: at the top dose activity, negative = inhibition, hits mostly inhibitors; 390,000 compounds, 0.009% hits; AID 504891; active = well fitted inhibition curve with a large enough effect in the polarisation, with a control signal flat, not every such curve was filed as active; inconclusive = small, poorly fitted or top-dose-only effect, or effect the other way, or a change in a side signal; inactive = no such curve, though single readings can be large or run the other way; the % refers to the polarisation; note: potency is the fitted concentration of half-maximal effect; % is set by controls: 0 for no effect and ±100 for the full control effect
# Target sequence (Q13526 whole entry, looked up): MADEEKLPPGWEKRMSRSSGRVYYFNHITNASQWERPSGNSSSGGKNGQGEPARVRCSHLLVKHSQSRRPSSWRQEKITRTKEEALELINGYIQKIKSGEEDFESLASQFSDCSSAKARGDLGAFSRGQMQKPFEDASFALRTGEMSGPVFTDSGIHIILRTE
# * = called active by the depositor; u = inconclusive; x = no result given; ! = repeats disagree; [ ] = remark or other dose. Unless noted, calls come from the whole dose curve; as a rule, active = well fitted inhibition curve with a large enough effect; inconclusive = small, poorly fitted or top-dose-only effect; inactive = no such curve, though single readings can be large or run the other way. Not all compounds are listed; the hit share may differ from the screen's.
# The line under a structure holds: TRHR PAM, mIDH1 inhibitor, USP1-UAF1 inh, TrxR1 substrate, TRHR ag, TrxR1 inh, Pin1 inhibitor
> Cc1nc2ccccn2c1P(=S)(c1ccccc1)c1ccccc1
  x, x, x, x, x, x, 3%
> S=P(c1ccccc1)(c1ccccc1)c1c(-c2ccccc2)[nH]c2ccccc12
  x, x, x, x, x, x, u
> CCc1nn2c(=O)c(F)c(N3CCNCC3)nc2s1
  x, x, x, x, x, x, -5%
> CCCN1CCc2cccc3c2C1Cc1ccc(O)c(O)c1-3 (stereo unspecified)
  x, x, x, x, x, u, x
> COc1ccc(-n2nc(C(F)(F)F)cc2-c2ccc(Cl)cc2)cc1
  x, x, x, x, x, 22%[57.1 µM], x
> CC[C@@H](CO)NC(=O)[C@H]1C=C2c3cccc4c3c(cn4C)C[C@H]2N(C)C1
  x, x, x, x, x, u, x
> CC(C)(O)C1C2OC(=O)C1[C@]1(O)C[C@H]3O[C@]34C(=O)O[C@H]2[C@]14C (stereo partly specified) (tested in a mixture with another compound)
  x, x, x, x, x, -3%, x
> CCN1C[C@]2(C)CC[C@H](O)[C@@]34[C@@H]5C[C@@H]6[C@@H](OC)C[C@@](O)(C5[C@H]6O)[C@@H](C[C@@H]23)[C@@H]14
  x, x, x, x, x, 1%, x
> COc1ccc(CNCCc2cccc(F)c2)c2ccccc12
  18, x, x, x, 2.2, x, x
> Cc1ccccc1N1C(=O)/C(=C/c2ccco2)C(=O)NC1=S
  5, x, x, x, 0.0, x, x
> CC1=NN(c2ccccc2)C(=O)C1/C=C1/C(=O)NC(=O)N(c2cccc(C)c2)C1=O (stereo unspecified)
  3, x, x, x, 0.2, x, x
> COc1ccc(OCCOc2cccc(C=C3C(=O)NC(=O)NC3=O)c2)cc1
  -6, x, x, x, 0.5, x, x
> NC(=O)CI
  x, x, x, 3%[57.1 µM], x, 1%[57.1 µM], x
> NCC(=O)c1ccc(Br)cc1
  x, x, x, -1%, x, -1%, x
> ClCCN(CCCl)c1ccc(C=Nc2ccncc2)cc1
  x, x, x, -16%, x, -24%, x
> CCCN(CCC)CCc1ccc(O)c(O)c1
  x, x, x, 15%[57.1 µM], x, 4%[57.1 µM], x
> Clc1ccc(N2CC3CCC(C2)N3)nn1
  x, x, x, 3%[57.1 µM], x, -7%[57.1 µM], x
> C=CCN1CC[C@]23CCCCC2[C@H]1Cc1ccc(O)cc13 (stereo partly specified)
  x, x, x, 2%[57.1 µM], x, -5%[57.1 µM], x
> ClCCN(CCCl)c1ccc(/C=C/c2ccnc3ccccc23)cc1
  x, x, x, -15%, x, -16%, x
> O=[N+]([O-])c1ccc(O[C@@H]2O[C@H](CO)[C@@H](O)[C@H](O)[C@H]2F)c([N+](=O)[O-])c1
  x, x, x, -2%[57.1 µM], x, -2%[57.1 µM], x
> NC(Cc1ccc(N(CCCl)CCCl)cc1)C(=O)O (stereo unspecified)
  x, x, x, 3%[57.1 µM], x, 40µM*, x
> N#C/C(=C\c1ccc(O)c(O)c1)C(=O)NCCCNC(=O)/C(C#N)=C/c1ccc(O)c(O)c1
  x, x, x, u, x, u, x
> O=C(O)c1cc[c]([Sb](=[O])([OH])[OH])cc1[N+](=O)[O-]
  x, x, x, 5%, x, u, x
> C/C=C(/C)C(=O)O[C@H]1C(C)=C2[C@H]([C@@H]1OC(=O)CCCCCCC)[C@@](C)(OC(C)=O)C[C@H](OC(=O)CCC)[C@@]1(O)[C@H]2OC(=O)[C@@]1(C)O
  x, x, x, u, x, u, x
> Nc1ncnc2c1ncn2[C@@H]1O[C@H](COP(=O)(O)CP(=O)(O)OP(=O)(O)O)[C@@H](O)[C@H]1O
  x, x, x, 14%[57.1 µM], x, 23%[57.1 µM], x
> CN[C@@H](C)[C@H](O)c1ccccc1
  x, x, x, -2%, x, 25µM*!, x
> O=[N+]([O-])c1cc(C(F)(F)F)c(Cl)c([N+](=O)[O-])c1Nc1ncc(C(F)(F)F)cc1Cl
  x, x, x, -7%, x, u, x
> O=C1/C(=C/c2ccc(N(CCCl)CCCl)cc2)Cc2ccccc21
  x, x, x, -1%, x, 2%, x
> c1ccc(N2CCN(c3ccccc3)CC2)cc1
  x, x, x, 1%, x, 12%, x
> O=C(O)[C@@H]1CCN1
  x, x, x, -6%[57.1 µM], x, -9%[57.1 µM], x
> C[C@]12Cc3cn4c(nc3C=C1CCC1C2CC[C@@]2(C)[C@H]1CC[C@@]2(O)C#N)nc1ccccc14 (stereo partly specified)
  x, x, x, 13%[57.1 µM], x, u, x
> NC(CP(=O)(O)O)C(=O)O (stereo unspecified)
  x, x, x, 8%[57.1 µM], x, 13%[57.1 µM], x
> O=C(Oc1ccc([N+](=O)[O-])cc1)N1CCN(/[N+]([O-])=N/Oc2ccc([N+](=O)[O-])cc2[N+](=O)[O-])CC1
  x, x, x, 6%, x, u, x
> NC(CCP(=O)(O)O)C(=O)O (stereo unspecified)
  x, x, x, 11%[57.1 µM], x, 16%[57.1 µM], x
> NCC(=O)c1ccc2ccccc2c1
  x, x, x, 48%[activator], x, 18%[0.0914 µM], x
> COc1ccc2c(c1)[C@@]13CCCC[C@H]1[C@@H](C2)NCC3
  x, x, x, 9%[57.1 µM], x, 13%[57.1 µM], x
> [O]=[Sb]([OH])([OH])[c]1ccccc1
  x, x, x, -1%, x, 6.3µM*, x
> CC(Cc1ccc(OCC(=O)O)cc1)NCC(O)c1cccc(Cl)c1 (stereo unspecified)
  x, x, x, u, x, 13%[57.1 µM], x
> CN(C)c1ccc(N=O)cc1
  x, x, x, u, x, 5µM*, x
> O=C(N[C@H]1CN2CCC1CC2)c1ccc(Cl)cc1
  x, x, x, 9%[57.1 µM], x, 18%[57.1 µM], x

# Later entries
compound	TRHR PAM	mIDH1 inhibitor	USP1-UAF1 inh	TrxR1 substrate	TRHR ag	TrxR1 inh	Pin1 inhibitor
CC(=O)NCC(N)C(=O)c1ccc(Cl)c(Cl)c1 (stereo unspecified)	x	x	x	9%	x	11%	x
COC(=O)C1=C(c2ccc(OCc3ccccc3)c(F)c2)C[C@@H]2CC[C@H]1N2C	x	-3%	-24%	x	x	x	x
N#CC1c2ccccc2C=CN1C(=O)c1ccc(N(CCCl)CCCl)cc1 (stereo unspecified)	x	2%	1%	x	x	x	x
Nc1cc(C(=O)Nc2ccccc2F)ccc1N1CC2CC(C1)c1cccc(=O)n1C2 (stereo unspecified)	x	4%	-27%	x	x	x	x
Cc1ccc(-n2c(=S)[nH]c3ccc(C)cc3c2=O)cc1	x	12%	-14%	x	x	x	x
C[C@@H](NC(=O)C[C@@H]1C[C@@H]2c3cc(NS(=O)(=O)c4ccc(F)cc4)ccc3O[C@@H]2[C@@H](CO)O1)c1ccccc1	x	-5%	u	x	x	x	x
CC(=O)Nc1ccc(S(=O)(=O)N2Cc3ccccc3-n3nncc3C2)cc1	x	-5%	-7%	x	x	x	x
Cn1cc(C=O)c2nccnc21	x	14%	-15%	x	x	x	x

# Reformatted with each value named: part of the list above.
NC(CP(=O)(O)O)C(=O)O (stereo unspecified)
  TRHR PAM = x
  mIDH1 inhibitor = x
  USP1-UAF1 inh = x
  TrxR1 substrate = 8%[57.1 µM]
  TRHR ag = x
  TrxR1 inh = 13%[57.1 µM]
  Pin1 inhibitor = x

O=C(Oc1ccc([N+](=O)[O-])cc1)N1CCN(/[N+]([O-])=N/Oc2ccc([N+](=O)[O-])cc2[N+](=O)[O-])CC1
  TRHR PAM = x
  mIDH1 inhibitor = x
  USP1-UAF1 inh = x
  TrxR1 substrate = 6%
  TRHR ag = x
  TrxR1 inh = u
  Pin1 inhibitor = x

NC(CCP(=O)(O)O)C(=O)O (stereo unspecified)
  TRHR PAM = x
  mIDH1 inhibitor = x
  USP1-UAF1 inh = x
  TrxR1 substrate = 11%[57.1 µM]
  TRHR ag = x
  TrxR1 inh = 16%[57.1 µM]
  Pin1 inhibitor = x

# Five records drawn at random from the list so far:
compound	TRHR PAM	mIDH1 inhibitor	USP1-UAF1 inh	TrxR1 substrate	TRHR ag	TrxR1 inh	Pin1 inhibitor
CC(=O)Nc1ccc(S(=O)(=O)N2Cc3ccccc3-n3nncc3C2)cc1	x	-5%	-7%	x	x	x	x
CC(=O)NCC(N)C(=O)c1ccc(Cl)c(Cl)c1 (stereo unspecified)	x	x	x	9%	x	11%	x
C[C@@H](NC(=O)C[C@@H]1C[C@@H]2c3cc(NS(=O)(=O)c4ccc(F)cc4)ccc3O[C@@H]2[C@@H](CO)O1)c1ccccc1	x	-5%	u	x	x	x	x
Cc1ccc(-n2c(=S)[nH]c3ccc(C)cc3c2=O)cc1	x	12%	-14%	x	x	x	x
Cn1cc(C=O)c2nccnc21	x	14%	-15%	x	x	x	x

# (list continues)
compound	TRHR PAM	mIDH1 inhibitor	USP1-UAF1 inh	TrxR1 substrate	TRHR ag	TrxR1 inh	Pin1 inhibitor
C[C@H]1CN([C@@H](C)CO)C(=O)CCCn2nncc2CO[C@H]1CN(C)C(=O)Oc1ccc2ccccc2c1	x	4%	4%	x	x	x	x
O=S(=O)(c1cccc2ccccc12)N1Cc2ccccc2-n2nncc2C1	x	-4%	-4%	x	x	x	x
c1ccc(N2Cc3ccccc3-n3nncc3C2)nc1	x	22%	-20%	x	x	x	x
CS(=O)(=O)c1ccc(C2=C(CNC(=O)c3cccnc3)[C@H]3CC[C@@H](C2)N3Cc2ccco2)cc1	x	8%	-31%	x	x	x	x
Nc1cccc(SC2CC(=O)N(c3ccc(Cl)cc3C(=O)c3ccccc3)C2=O)c1 (stereo unspecified)	x	4%	-19%	x	x	x	x
O=C(CCCc1ccc(N(CCCl)CCCl)cc1)NCc1ccccc1	x	-3%	-16%	x	x	x	x
CS(=O)(=O)c1ccc(C2=C(CNC(=O)c3nccs3)[C@H]3CC[C@@H](C2)N3CCOc2ccccc2)cc1	x	-1%	-10%	x	x	x	x
O=S(=O)(c1ccc(Cl)cc1)N1Cc2ccccc2-n2nncc2C1	x	3%	-17%	x	x	x	x
